AddAB inh: less growth of phage-infected E. coli with AddAB | 330,000 compounds, 0.29% hits | AID 435030 | E. coli expressing H. pylori AddAB, absorbance growth | inhibition, % at 11.9 µM; in the data active = inhibition above about 12%;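 also: 0% = vehicle wells of infected cells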
MITF act: MITF TRPM1 promoter activation in melanoma cells; activation, % at 12.5 µM; 300,000 compounds, 0.75% hits; SK-MEL-5 TRPM1-promoter luciferase, 24 h; % of positive control, neutral wells = 0;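 active = mean activation of at least 80% with every replicate also reaching 80%; inconclusive = mean reaches 80% but some replicate falls short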;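 also: 0% = neutral control wells and 100% = parthenolide positive control wells; values of inactives mirror those of a sister screen read the other way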
E coli growth: bacterial growth inhibition, counter-screen for AddAB inhibitors; E. coli V3065 growth, OD600 absorbance, 18 h; inhibition, % at 11.9 µM; 330,000 compounds, 0.27% hits; AID 449728;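 active = inhibition above the campaign's mean inhibition across all tested compounds plus 3 SD, cut at about 9.9% in these data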;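 also: uninfected addAB+ strain grown without phage in ampicillin broth; 0% = DMSO wells and 100% = ciprofloxacin 0.95 µg/ml wells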
Wnt bcat act: Wnt/beta-catenin pathway activation; Wnt/beta-catenin reporter cell assay, activator, plate reader; activation, % at 9.35 µM; 300,000 compounds, 1.2% hits; AID 743398; in the data active = activation above about 30%, passing the limit was not always enough; inconclusive = no clear call, values can overlap the other calls;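 also: 0% = neutral control wells and 100% = positive control wells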
CAL PDZ FP-1: blocks peptide binding to human CAL PDZ domain | Q9HD26 | purified CAL PDZ, TMR-peptide fluorescence polarization, 1 h | inhibition, % at 20 µM | 330,000 compounds, 0.02% hits | AID 504414;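 active = highest replicate inhibition of at least 40%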;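 also: plate controls were DMSO neutral control wells for no effect and unlabeled competitor peptide control wells for full effect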
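Control set: unlabelled peptide and DMSO controls / Material: purified CerCALP PDZ construct / Timing: 1 h incubation at room temperature before polarization reading / Doses: 20 µM, one dose / Detection: fluorescence polarization (mP)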
Tat export inh: E. coli Tat transport inhibition; E. coli MC4100 TorA-mCherry Tat export, fluorescence; inhibition, % at 10 µM; 340,000 compounds, 0.036% hits; AID 488895;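 active = mean replicate inhibition at least 50% and at least half of replicates individually reaching 50%; inconclusive = only one of the two criteria met; inactive = neither criterion met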;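 also: exported cargo escapes ClpAP degradation while cytoplasmic cargo is degraded and loses fluorescence; 0% = median of neutral control wells and 100% = median of NaSCN control wells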
CAL PDZ FP-2: inhibitors of human CAL PDZ peptide binding; purified CAL PDZ, TMR-peptide fluorescence polarization, 1 h; inhibition, % at 24.9 µM; 300,000 compounds, 0.92% hits; AID 602252;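 active = mean inhibition of at least 30% with at least half of replicates also reaching 30%; inconclusive = no clear call, values can overlap the other calls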;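 also: 0% = DMSO neutral control and 100% = excess unlabeled competitor peptide PRC23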
SR-BI DiI-HDL act: SR-BI HDL lipid transfer activation. CHO ldlA[mSR-BI] cells, DiI-HDL uptake fluorescence, 3 h; 100 = double the neutral-control signal. activation, % at 12.5 µM. 320,000 compounds, 0.096% hits;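 active = mean replicate activation of at least 60% and every replicate at or above 60%; inconclusive = mean or all-replicate condition met, but not both; inactive = mean below 60% and not all replicates reaching 60%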;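 also: 0% = median plate neutral-control signal and 100% = twice that signal; values of inactives mirror those of a sister screen read the other way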
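material = CHO ldlA[mSR-BI] cells | medium = Ham's F12 with 0.5% BSA, HEPES 25 mM, pH 7.4 | reagent = fluorescent DiI-HDL, 10 µg/mL final | compound dosing = single-point compound dose | incubation = 3 h, 37 °C | measured by = bottom-read fluorescence, 550/595 nm | measure = HDL uptake via cellular fluorescence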
phage Ecoli inh: E. coli growth loss with phage present; growth absorbance; inhibition, % at 11.9 µM; 360,000 compounds, 0.26% hits; AID 651602; in the data active = inhibition above about 11%
SR-BI HDL uptake: inhibitors of mouse SR-BI mediated HDL lipid uptake. Q61009. ldlA[mSR-BI] CHO cells, DiI-HDL uptake fluorescence, 3 h. inhibition, % at 12.5 µM. 320,000 compounds, 0.96% hits;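 active = mean replicate inhibition of at least 70% and a set share of replicates each scoring 70 or more; inconclusive = meets just one of the two criteria; inactive = fails both criteria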;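 also: 0% = median of neutral control wells and 100% = median of positive control wells; values of inactives mirror those of a sister screen read the other way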
Target sequence (Q61009 whole entry, looked up): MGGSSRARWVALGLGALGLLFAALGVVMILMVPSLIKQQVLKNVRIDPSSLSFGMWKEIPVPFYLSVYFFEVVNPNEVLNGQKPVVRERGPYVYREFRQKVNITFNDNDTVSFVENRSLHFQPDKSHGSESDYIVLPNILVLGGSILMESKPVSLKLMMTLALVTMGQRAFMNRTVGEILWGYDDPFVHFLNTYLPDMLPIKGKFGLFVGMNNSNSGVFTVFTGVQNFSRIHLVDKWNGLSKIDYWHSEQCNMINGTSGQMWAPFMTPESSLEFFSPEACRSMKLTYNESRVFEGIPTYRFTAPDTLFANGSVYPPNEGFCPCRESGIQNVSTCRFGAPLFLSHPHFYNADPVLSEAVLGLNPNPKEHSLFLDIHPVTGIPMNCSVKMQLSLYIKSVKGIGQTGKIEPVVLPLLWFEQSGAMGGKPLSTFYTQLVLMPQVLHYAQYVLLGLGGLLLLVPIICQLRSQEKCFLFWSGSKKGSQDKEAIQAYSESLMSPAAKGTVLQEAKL
* hit, by the source's call; ? = inconclusive; · = not tested or not shown; + = active, no number. Not a hit list, and some 3.6% of all compounds hit somewhere here.

SMILES | AddAB inh | MITF act | E coli growth | Wnt bcat act | CAL PDZ FP-1 | Tat export inh | CAL PDZ FP-2 | SR-BI DiI-HDL act | phage Ecoli inh | SR-BI HDL uptake
CCOc1ccc(-c2onc(C(F)(F)F)c2-c2cscn2)c(O)c1 | 0.4 | -6 | -0.7 | -2 | -0.8 | 9 | 0 | -29 | 2.5 | 29
c1ccc(-c2nnc(CN3CCC4(CC3)OCCO4)o2)cc1 | 1.7 | 11 | -0.9 | · | 0.0 | -1 | 2 | 24 | 3.0 | -24
CC(c1ccco1)N(C(=O)C12CC3CC(CC(C3)C1)C2)c1ccccn1 (stereo not drawn) | 1.5 | 10 | -0.2 | · | -2.2 | 1 | -1 | -9 | 3.4 | 9
CCn1c(CN2CCOCC2)nnc1SCC(=O)Nc1ccc(C)cc1 | 3.4 | -8 | 0.5 | -2 | -2.0 | -11 | -1 | 9 | 1.0 | -9
CCOc1ccc(/C=N/OCC(=O)Nc2ccc(OCc3ccccc3)cc2)cc1OC | 5.0 | -5 | -1.1 | 4 | -2.1 | 5 | -3 | -24 | 2.9 | 24
O=C(COC(=O)c1cc(Cl)ccc1O)NCCNC(=O)COC(=O)c1cc(Cl)ccc1O | 2.2 | · | 1.1 | -3 | -2.1 | -9 | 0 | · | -0.1 | ·
COc1ccc2cc(C(C)c3nc4ccccc4c(=O)n3N)ccc2c1 (stereo not drawn) | 3.8 | 0 | 1.7 | -4 | -1.2 | 8 | 3 | 6 | 3.5 | -6
COc1ccc(CC(=O)O/N=C(\N)c2cccc([N+](=O)[O-])c2)cc1 | 2.5 | 16 | 0.9 | -1 | -1.8 | -2 | -3 | 6 | 5.1 | -6
CS(=O)(=O)NNC(=O)C1Cc2c(ccc3ccccc23)O1 (stereo not drawn) | -0.7 | -9 | 0.1 | 1 | 0.2 | 1 | 0 | 1 | 4.3 | -1
CCC(C)(C)NC(=O)C(c1ccc(OC)cc1)N(CC1CCCO1)C(=O)CCC(=O)Nc1cc(C)on1 (stereo not drawn) | -0.6 | -11 | 0.6 | -5 | -0.8 | -2 | -1 | -5 | 1.3 | 5
COc1ccc(C(=O)COC(=O)c2ccc(Cl)nc2)cc1OC | · | 4 | · | 4 | -2.2 | -6 | 2 | -18 | 0.4 | 18
CC1(c2ccccc2)CC(c2ccccc2)=Nc2ccccc2N1 (stereo not drawn) | -0.3 | · | 0.7 | · | -0.2 | -11 | · | -11 | · | 11
COc1ccccc1NC(=O)COC(=O)CCS(=O)(=O)c1ccc(C)cc1 | 1.9 | -1 | 0.2 | -1 | -3.2 | -5 | 1 | 21 | 0.2 | -21
CC(C)n1c(N2CCN(CC(=O)Nc3ccc4c(c3)OCCO4)CC2)nc2ccccc21 | 0.5 | · | -2.3 | -6 | · | 14 | -2 | -37 | 2.8 | 37
COc1ccc2c(-c3ccc(OCCN4CCCCC4)cc3)c(-c3ccccc3OC)sc2c1 | 0.4 | -19 | -1.4 | · | -0.6 | 26 | 32* | -5 | · | 5
CC(=O)Nc1ccc(S(=O)(=O)N(C)CC(=O)Nc2ccc(F)c(F)c2F)cc1 | -1.8 | 0 | -3.5 | -3 | 0.0 | 5 | -1 | 0 | 0.3 | 0
COc1ccc(OCc2n[nH]c(=S)n2N)cc1 | 1.1 | 11 | 0.5 | 2 | 0.1 | 0 | 2 | -14 | 1.5 | 14
Cc1ccc(O)c(C=Nc2ccc3[nH]ncc3c2)c1 | 5.4 | -8 | 0.0 | -3 | -1.2 | -4 | 1 | 7 | 2.0 | -7
O=C(Cn1c(SCC(=O)NC2CCCC2)nnc1-c1ccncc1)Nc1ccc2c(c1)OCO2 | -2.6 | -7 | 0.5 | · | -2.8 | -6 | -3 | -7 | 0.7 | 7
Cc1ccc(C2=C/C(=C\c3cccnc3)C(=O)O2)cc1 | -1.2 | 4 | 2.7 | 0 | -1.3 | -1 | -1 | -4 | 3.3 | 4
O=C(NNC(=S)Nc1ccccc1)c1cccc(Br)c1 | 0.5 | 11 | -2.3 | · | -1.7 | -9 | 0 | -3 | -2.9 | 3
COc1cc(/C=c2\sc3n(c2=O)CCCN=3)ccc1O | -0.2 | 0 | 2.7 | 13 | -0.5 | 6 | -3 | 0 | 1.1 | 0
O=C(NN(C(=O)c1ccccc1)c1cccs1)c1ccccc1 | · | 0 | · | -2 | 0.1 | -10 | -6 | -9 | 2.4 | 9
CC1=C(C(=O)NCc2ccc(Cl)cc2)C2(CCC(C)CC2)OC1=O (stereo not drawn) | -1.4 | -7 | 2.5 | 21 | -0.9 | 19 | -1 | 5 | 1.1 | -5
O=C1COc2ccccc2CN1 | 3.2 | 9 | 1.5 | · | -0.7 | -7 | + | · | 2.6 | ·
COc1ccc(C(C(=O)OCCN(C)C)c2ccccc2)cc1 (stereo not drawn) | 3.2 | 1 | -3.3 | · | 0.2 | 6 | 5 | 12 | 0.8 | -12
CCOc1cc(/C=N/NC(=O)c2cccnc2)cc(Br)c1OCC(N)=O | 0.9 | -9 | -2.4 | 0 | -7.9 | -16 | -3 | 17 | 2.5 | -17
C=CCNC(=S)NNC(=O)c1cccc(Br)c1 | 3.5 | -6 | -0.5 | · | -0.9 | -6 | -6 | -8 | 4.9 | 8
COc1ccc(S(=O)(=O)Nc2cc3c4c(oc3c3ccccc23)CC(C)(C)CC4=O)cc1 | 0.5 | · | -1.0 | · | -4.2 | 3 | -1 | -29 | 4.0 | 29
Cc1ccc(CCNS(=O)(=O)c2c(C)nc3sccn3c2=O)cc1 | -1.0 | · | 0.5 | -3 | 0.0 | -10 | · | -4 | 0.8 | 4
CCOC(=O)C1=C(C)N(CCCC(=O)O)C(=O)NC1c1ccc(OC)cc1 (stereo not drawn) | 1.1 | -1 | 0.9 | -1 | -4.2 | -11 | 1 | 5 | 2.9 | -5
Cn1c(SCc2ccccc2F)nnc1-c1cnccn1 | -0.2 | 53 | 0.4 | 12 | · | -2 | -5 | 5 | -2.0 | -5
COc1cc2c(cc1NC(=O)CC1SC(N3CCCC3)=NC1=O)oc1ccccc12 (stereo not drawn) | -0.6 | 1 | 0.0 | -8 | -1.8 | 14 | -1 | -58 | 2.0 | 58
O=C(O)C1CCC(=O)N1Cc1ccc(F)cc1 (stereo not drawn) | -2.0 | -7 | -1.4 | -1 | 0.1 | 13 | 5 | 27 | 5.0 | -27
O=C(/C=C/c1ccc(OC2CSC2)cc1)c1ccc(Cl)cc1 | -0.4 | -8 | 2.2 | · | -1.1 | 1 | -3 | 37 | 2.6 | -37
CCOC(=O)c1c(C)nc(-c2ccccc2)nc1NC(=O)CC | 3.3 | 9 | -1.4 | · | -0.5 | 8 | 0 | 4 | 1.6 | -4
COc1ccc(NS(=O)(=O)c2cccc(C(=O)N/N=C/c3cccs3)c2)cc1 | 0.0 | 12 | -0.4 | -3 | -2.4 | 1 | -5 | -7 | 2.7 | 7
O=C(NC1CC2CCCC(C1)N2Cc1ccccc1)c1cccc(Cl)c1 (stereo not drawn) | 2.8 | -5 | 1.8 | -1 | 0.4 | -11 | · | 27 | 0.7 | -27
Cc1ccnc2nc(C(=O)OCCOc3ccc(Cl)cc3)nn12 | -2.4 | -5 | -3.5 | -1 | -1.3 | 3 | -1 | 10 | 2.4 | -10
CC(C)(C)c1ccc(O)c(N=Cc2cc3c(cc2[N+](=O)[O-])OCO3)c1 | 3.5 | · | 1.5 | 0 | -0.3 | -7 | -1 | 0 | 3.8 | 0

Looked up by compound from the list above, 2 records:
SMILES | AddAB inh | MITF act | E coli growth | Wnt bcat act | CAL PDZ FP-1 | Tat export inh | CAL PDZ FP-2 | SR-BI DiI-HDL act | phage Ecoli inh | SR-BI HDL uptake
CC(C)(C)c1ccc(O)c(N=Cc2cc3c(cc2[N+](=O)[O-])OCO3)c1 | 3.5 | · | 1.5 | 0 | -0.3 | -7 | -1 | 0 | 3.8 | 0
COc1cc2c(cc1NC(=O)CC1SC(N3CCCC3)=NC1=O)oc1ccccc12 (stereo not drawn) | -0.6 | 1 | 0.0 | -8 | -1.8 | 14 | -1 | -58 | 2.0 | 58

Going on with the list:
SMILES | AddAB inh | MITF act | E coli growth | Wnt bcat act | CAL PDZ FP-1 | Tat export inh | CAL PDZ FP-2 | SR-BI DiI-HDL act | phage Ecoli inh | SR-BI HDL uptake
C/C(=N\NC(=O)c1ccncc1)c1cccnc1 | · | 2 | · | -1 | -1.7 | 1 | -3 | -13 | 2.6 | 13
N/C(COc1ccccc1)=N\NS(=O)(=O)c1ccccc1 | 3.8 | 1 | -2.3 | -1 | -2.2 | -2 | -1 | -3 | 3.6 | 3
COC(=O)c1c(NC(=O)COC(=O)CNC(=O)C2CCCCC2)sc(C)c1C | 0.6 | 4 | -2.0 | -1 | -0.7 | -2 | 1 | 26 | 0.9 | -26
O=C(Nc1ccc(F)cc1F)c1ccco1 | 4.9 | 26 | 2.1 | · | -2.1 | -2 | · | 0 | 0.7 | 0
COc1cccc(-c2cc(=O)c3cc(NC(C)=O)ccc3[nH]2)c1 | 3.6 | 8 | -0.2 | 3 | -2.8 | ? | -1 | 10 | 2.1 | -10
Cn1nnnc1SCCNCc1cc(Cl)ccc1OCc1ccccc1 | 4.4 | 14 | 1.6 | · | -1.1 | -9 | -4 | 11 | 2.0 | -11
CC(C)NC(=O)Nc1cccc2c1O[C@H](CN(C)C(=O)NC1CCCCC1)[C@@H](C)CN([C@H](C)CO)C2=O | 1.4 | 39 | 0.7 | 1 | -0.9 | 1 | -4 | -29 | 1.8 | 29
COc1cc(C(=O)OCC(=O)NC2CCCCC2)cc(OC)c1OC | -0.2 | 1 | -2.7 | -2 | 0.2 | -7 | -3 | 10 | 0.2 | -10
COc1ccc2cc(C#N)c(Nc3cccc(F)c3)nc2c1 | 2.1 | 5 | -0.8 | 0 | -0.4 | 5 | 5 | -58 | 2.0 | 58
CC12COC3(C(=O)Nc4ccccc4)CC1CCC32C (stereo not drawn) | 1.4 | 0 | 1.4 | -2 | -1.7 | -4 | · | 12 | 6.1 | -12
CCOc1cc(-c2cc(-c3ccc(NC(C)=O)cc3)nc(N)c2C#N)ccc1O | 2.1 | · | 0.7 | 3 | -6.3 | 3 | -9 | -47 | 0.6 | 47
Cc1ccc(-c2nnc(-c3ccc4c(c3)OCO4)o2)cc1 | -1.7 | 75 | -0.3 | 12 | 0.2 | 2 | -4 | 4 | 3.0 | -4
COc1ccc(-n2nnc3c(=O)n(Cc4cc(C)ccc4C)cnc32)cc1 | -0.1 | 4 | -0.5 | · | -2.8 | -4 | · | -13 | -0.2 | 13
Cc1cc(Cl)ccc1NNC(=O)c1cccs1 | 4.5 | -5 | 3.1 | 4 | 0.0 | -15 | -3 | 3 | 5.8 | -3
O=C(Cn1cnc2c(NCc3ccccc3)ncnc21)NCC1CCCO1 (stereo not drawn) | 0.4 | 8 | -1.1 | -1 | 0.8 | -8 | -5 | 0 | 2.1 | 0
O=S(=O)(Nc1ccc(Cc2ccncc2)cc1)c1cccs1 | 3.2 | 5 | 2.1 | 0 | -2.4 | -1 | -3 | 5 | 1.1 | -5

Source: PubChem BioAssay (several laboratories)
